# CHO-K1 Ca ag: counter-screen for M1 agonists: effect in parental CHO-K1 cells. Fluo-8 calcium fluorescence; scaled to maximal ATP response, vehicle zero. activation, % at 3 µM. AID 602248. 360,000 tested, 0.48% active; in the data active = activation above about 15%;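 also: untransfected CHO-K1 host cells lacking M1 receptor as counterscreen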
# CHO-K1 Ca PAM: M1 PAM counterscreen hit in parental CHO-K1 cells; ATP EC20, Fluo-8 calcium fluorescence; 0% at ATP EC20, 100% at ATP max; activation, % at 3 µM; 360,000 tested, 0.02% active;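 active = activation above the run cutoff, the mean activation of all test compounds plus 3 SD, cut at about 40% in these data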;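 also: peak over basal fluorescence ratio in a 140 s read after ATP addition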
# CHRM5 PAM: potentiates acetylcholine response at human M5 receptor; P08912; CHO-K1 hM5, Fluo-8 calcium, ACh EC20 PAM; 0% = ACh EC20, 100% = ACh EC100; activation, % at 3 µM; 360,000 tested, 0.3% active; AID 624038;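 active = activation above the run cutoff, the mean activation of all test compounds plus 3 SD, cut at about 18% in these data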
# Target sequence (P08912 whole entry, looked up): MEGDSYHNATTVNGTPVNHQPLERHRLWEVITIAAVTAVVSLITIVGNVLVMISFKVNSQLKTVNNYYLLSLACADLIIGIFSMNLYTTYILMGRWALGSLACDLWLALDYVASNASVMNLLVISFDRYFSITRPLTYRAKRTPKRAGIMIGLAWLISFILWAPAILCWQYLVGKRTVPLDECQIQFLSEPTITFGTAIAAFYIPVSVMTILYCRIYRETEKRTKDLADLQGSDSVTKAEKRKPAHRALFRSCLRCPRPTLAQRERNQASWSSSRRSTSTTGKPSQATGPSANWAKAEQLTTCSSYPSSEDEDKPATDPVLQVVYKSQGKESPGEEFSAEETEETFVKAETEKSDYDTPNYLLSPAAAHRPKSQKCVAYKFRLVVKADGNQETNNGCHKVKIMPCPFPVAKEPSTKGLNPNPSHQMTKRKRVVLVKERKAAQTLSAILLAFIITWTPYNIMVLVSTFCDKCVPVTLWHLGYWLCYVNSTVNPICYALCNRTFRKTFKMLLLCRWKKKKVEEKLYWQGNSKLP
#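 system = human M5 receptor in CHO-K1 cells | reagent = EC20 acetylcholine as agonist stimulus | compound dosing = single-point, 3 µM nominal | incubation = Fluo-8 loading 80 min at 37 °C plus 30 min room temperature | detection = Fluo-8 calcium dye fluorescence, kinetic read | benchmarks = low control EC20 acetylcholine (0%), high control EC100 acetylcholine (100%)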
# CHRM5 agonist: agonists of human muscarinic M5 receptor (CHRM5). activation, % at 3 µM. AID 624037. CHO-K1 hM5 cells, Fluo-8 calcium fluorescence; 0% DMSO wells, 100% maximal acetylcholine response. 360,000 tested, 0.19% active;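 active = activation above the run's mean over test compounds plus 3 SD, cut at about 23% in these data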;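 also: signal is peak over basal fluorescence ratio across the kinetic read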
# M4 PAM: CHRM4 positive allosteric modulation. CHO-K1 hM4/Gqi5, Fluo-8 calcium fluorescence, ACh EC20; 0% = ACh EC20, 100% = maximal ACh. activation, % at 3 µM. 360,000 tested, 0.4% active;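 active = activation above its plate's cutoff, the mean activation of sample wells plus 3 SD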; also: some results filed as inactive read as strong as hits
# Target sequence (P08173 whole entry, looked up): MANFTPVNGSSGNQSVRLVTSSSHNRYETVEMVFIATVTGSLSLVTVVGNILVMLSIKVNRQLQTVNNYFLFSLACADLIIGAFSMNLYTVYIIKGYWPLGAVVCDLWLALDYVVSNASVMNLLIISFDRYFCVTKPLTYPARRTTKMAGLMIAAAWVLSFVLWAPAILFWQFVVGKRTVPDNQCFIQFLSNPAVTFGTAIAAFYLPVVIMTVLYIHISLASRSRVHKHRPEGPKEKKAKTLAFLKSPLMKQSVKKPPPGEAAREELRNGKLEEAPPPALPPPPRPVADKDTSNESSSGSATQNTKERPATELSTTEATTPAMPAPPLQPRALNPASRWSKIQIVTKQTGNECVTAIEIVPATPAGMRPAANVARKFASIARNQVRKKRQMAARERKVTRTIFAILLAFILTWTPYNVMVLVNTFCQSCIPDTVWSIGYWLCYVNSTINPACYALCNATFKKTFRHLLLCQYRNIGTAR
# CHO-K1 Ca antag: counter-screen for M1 antagonists: effect in parental CHO-K1 cells; inhibition, % at 3 µM; ATP-induced calcium, Fluo-8 fluorescence; 360,000 tested, 0.6% active;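 active = inhibition above a per-plate cutoff, the plate's mean sample inhibition plus 3 SD, cut at about 24% in these data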;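 also: 0% = DMSO plus EC80 ATP and 100% = DMSO alone without ATP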
# CHRM5 antagonist: CHRM5 antagonism in calcium assay. AID 624040. P08912. inhibition, % at 3 µM. CHO-hM5 cells, Fluo-8 calcium fluorescence, ACh EC80. 360,000 tested, 0.59% active;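 active = inhibition above a per-plate cutoff, the mean of that plate's test compounds plus 3 SD, cut at about 27% in these data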;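 also: 0% = acetylcholine EC80 with DMSO and 100% = DMSO without agonist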
# M4 antag: blocks acetylcholine activation of human M4 receptor | P08173 | 360,000 tested, 0.73% active | AID 624125 | CHO-hM4 cells, ACh EC80, Fluo-8 calcium fluorescence | inhibition, % at 3 µM;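 active = inhibition above its plate's cutoff, the mean inhibition of sample wells plus 3 SD, cut at about 27% in these data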;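 also: 0% = acetylcholine EC80 with DMSO and 100% = DMSO without agonist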
# M4 ag: agonists of human muscarinic M4 receptor (CHRM4) | CHO-K1 hM4/Gqi5, Fluo-8 calcium fluorescence; vehicle 0%, full acetylcholine response 100% | P08173 | AID 624127 | 360,000 tested, 0.14% active | activation, % at 3 µM;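 active = activation above the run mean over all test wells plus 3 SD, cut at about 32% in these data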;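 also: peak over basal fluorescence ratio per well then scaled between controls; 0% = DMSO wells and 100% = acetylcholine at EC100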
# Numbers without * were called inactive. Compounds were not picked by outcome; overall some 2.7% were active at least once.
SMILES,CHO-K1 Ca ag,CHO-K1 Ca PAM,CHRM5 PAM,CHRM5 agonist,M4 PAM,CHO-K1 Ca antag,CHRM5 antagonist,M4 antag,M4 ag
Cc1c(OCC(=O)NCCCn2ccnc2)ccc2c3c(c(=O)oc12)CCC3,0.3,1,0,-7,-7,-9,3,5,3
CCCOc1nc(SCCC)nc2c1cnn2-c1ccccc1,1.6,0,1,-3,4,-11,8,-1,0
O=C(NCc1cccc(Cl)c1)C1CCN(S(=O)(=O)c2ccc(F)cc2)CC1,5.9,5,-4,-4,-2,-3,1,2,6
CN(N=O)c1ccc(CC2CCc3ccccc32)cc1 (centres undefined),0.0,-13,-12,-2,-3,-12,1,-1,-1
CCN1CCN(C(=O)/C(=C/c2ccco2)NC(=O)c2ccccc2)CC1,0.6,4,0,-2,-1,-14,7,4,-1
CCn1cc(Cl)c(C(=O)Nc2ccccc2C(N)=O)n1,0.7,-20,2,0,-11,3,2,6,2
CC(=O)C1=C(C)NC(SCC(=O)c2ccc(Cl)cc2Cl)=C(C#N)C1c1ccco1 (centres undefined),-0.2,6,2,1,-3,-17,4,-2,4
COc1ccc(NC(=O)c2cccc(-n3cnnn3)c2)cc1,1.4,19,-3,1,2,1,0,10,0
O=c1[nH]cnc2scc(-c3ccc(Br)cc3)c12,0.6,5,10,-1,4,-1,2,2,3
Cc1ccccc1Nc1nnc(SCC(=O)NCC2CCCO2)s1 (centres undefined),0.7,19,7,2,6,-9,13,-2,2
O=C(/C(Cl)=C/Nc1ccc(Br)cn1)C(F)(F)F,0.1,8,4,-3,4,-13,-1,-1,1
O=S(=O)(c1ccc(F)cc1)N1CCCN(Cc2c(F)cccc2F)CC1,0.3,1,5,-7,2,-11,-5,4,1
COc1ccc(OC)c(Cc2nnc(CCC(=O)NCc3ccc(C)s3)o2)c1,0.4,0,-1,0,-8,-6,7,-2,0
Cc1cnc(C(=O)OCC(=O)N(Cc2ccccc2)C(C)C)cn1,-0.4,10,-7,-5,-3,2,0,-3,0
Cc1ccc(Sc2oc(/C=N/n3cnnc3)cc2Br)cc1,0.1,-7,-10,-4,-1,20,7,2,3
O=C(CNC(=O)C1CCCCC1)NCc1ccco1,0.2,15,1,-3,-5,-9,-1,-4,1
O=C(O)c1cccc(NC(=S)NC(=O)c2ccc(-c3ccccc3)cc2)c1,0.0,-8,1,5,-5,1,-8,3,1
Cc1ccc(NC(=O)CCC(=O)OCc2ccc(Br)cc2)cc1,-0.4,7,-1,-4,2,-15,-2,10,-1
CCN1CCN(Cc2nnc(-c3ccc(C)cc3)o2)CC1,0.2,15,2,-1,7,2,3,0,1
CCOc1ccc(NC(=O)Cc2c(C(=O)O)n(C)c3ccccc23)cc1,0.3,17,6,-4,1,-3,4,-4,0
O=C(COc1coc(CN2CCN(c3ccccc3)CC2)cc1=O)Nc1cccc(F)c1,1.0,9,-1,2,6,-2,12,-2,1
O=C(O)c1cccc(N=NN2CCCCCC2)c1,0.8,28,5,0,6,-4,2,0,0
Cc1ccccc1C(=O)NN1C(=O)CSC1=S,0.4,5,-2,1,5,-7,-6,4,1
COc1ccccc1CNc1nc2nc(C)c(Cl)c(=O)n2[nH]1,-0.3,5,-1,1,-4,9,4,6,1
Cc1cccc(-n2c(C)cc(/C=N\NC(=O)c3ccco3)c2C)c1,0.4,9,-1,-8,-2,-1,4,3,0
COc1ccc(C(=O)C2CCCN(C(=O)c3c4c(nn3C)CCCC4)C2)cc1F (centres undefined),0.9,-13,-11,-1,-3,19,13,4,4
O=C(NCc1ccc2c(c1)OCO2)C1CCC(CNc2c(N3CCCCC3)c(=O)c2=O)CC1 (centres undefined),0.5,20,5,-1,6,-2,-1,-2,1
CCCOc1ccc(N2C(=O)CC(NCc3cccnc3)C2=O)cc1 (centres undefined),0.2,9,10,0,15,12,-4,-3,4
CCN(CC)CCn1c2c(c(SCC(=O)NCc3ccccc3)nc1=O)CCC2,-0.5,-3,-5,-2,6,-1,10,-3,0
Cc1nnc(NCc2ccco2)s1,0.3,7,4,-5,0,-20,1,4,0
CN(C(=O)c1cccc(NC(=O)Cc2ccc(NC(=O)C3CCCN(C(=O)CCc4ccccc4)C3)cc2)c1)C1CCCCC1 (centres undefined),3.9,19,-4,-3,-7,5,6,19,6
COc1cc(/C=N/N2C(C)CCCC2C)cc(OC)c1O (centres undefined),1.0,-9,-8,-3,7,-5,20,3,0
O=C(Nc1ccccc1N1CCCC1)c1ccc2ccccc2c1,0.1,21,5,-3,-4,-19,0,-9,1
COc1ccccc1S(=O)(=O)NCc1ccc(C(=O)NC(C)c2ccccn2)cc1 (centres undefined),0.1,-9,-4,-2,10,20,1,-8,0
CCOC(=O)C1(C)CCN1C(=O)c1ccc(C#N)cc1 (centres undefined),0.2,9,5,-1,9,0,-3,-8,1
Cc1ccccc1NS(=O)(=O)c1ccc(OCC(=O)NCc2ccco2)cc1,0.9,6,-2,2,-1,0,-1,11,1
Cn1c(=O)[nH]c(=O)c2c1nc(N1CCCCC1)n2CCCSc1nnnn1-c1ccccc1,1.5,23,-7,-1,-9,6,2,1,3
N#CC(c1ccc(O)cc1)c1ncc(C(F)(F)F)cc1Cl (centres undefined),0.6,8,6,1,-6,-4,6,3,0
CC(=O)c1cccc(OCC(=O)Nc2cc(Cl)ccc2-n2cncn2)c1,1.1,8,2,1,2,-10,3,10,0
Cc1ccc(-c2nnc(N(C)C(=O)C3CCCO3)s2)cn1 (centres undefined),-0.1,-1,-1,-4,2,2,-3,9,1
O=C(c1cn(Cc2ccccc2)nc1-c1ccccc1)N1CCN(c2ccccn2)CC1,0.8,10,-8,3,-2,-18,8,-4,7
C(=Nn1cnnc1)c1ccc2c(c1)CCC2,-0.1,9,-1,1,-2,5,-3,-5,1
COC(=O)[C@H](C)NC(=O)NC1CCCc2ccccc21 (some centres undefined),3.5,29,6,0,1,-10,5,12,1
CO/N=C/c1ccc(Oc2ccc(C)cc2)nc1,-0.3,-7,3,-2,7,-5,-13,-2,0
CC(=O)NC(CCS(C)(=O)=O)C(=O)Nc1ccccc1 (centres undefined),0.0,-4,-3,2,-7,7,-2,-4,0
COc1ccccc1-n1c(N)c(C(N)=O)sc1=S,0.0,5,9,0,16,-5,-7,2,2
CC(=O)N1CCN(c2ccccc2NC(=O)c2cc(Br)ccc2Cl)CC1,0.9,17,-1,3,-2,-4,2,-16,5
Cc1c(NC(=O)c2cnn3c2NC(c2ccco2)CC3C(F)(F)F)c(=O)n(-c2ccccc2)n1C (centres undefined),0.2,8,7,-1,16,-3,6,1,0
CC(=O)OC1C(N2CCCCC2)c2c(ccc(/C=C/C(=O)N3CCCCC3)c2O)OC1(C)C (centres undefined),1.2,23,2,-2,0,-16,4,-2,0
Cc1ccc(S(=O)(=O)NCc2ccccc2)cc1C(=O)NCC(=O)Nc1c(C)cccc1C,4.7,17,-4,0,-3,-11,7,4,4
Cc1c(C)c2ccc(OC(C)C(=O)N3C[C@H]4C[C@@H](C3)c3cccc(=O)n3C4)c(C)c2oc1=O (some centres undefined),0.3,16,0,1,-5,4,5,4,1
COc1ccc(C)c2sc(=NC(=O)c3cccc(N4C(=O)CCC4=O)c3)n(C)c12,1.0,14,9,5,8,2,-10,-10,4
O=C(CSc1nc2ccccc2o1)Nc1ccc(N2CCOCC2)cc1,10,4,-18,7,-14,1,5,5,9
CC(=O)Oc1ccc2c(=O)c(-c3ccccc3)c(C)oc2c1,0.2,5,-2,5,-7,5,2,2,0
Cc1nn(-c2ccccc2)nc1CNC(=O)C1CC1,2.8,18,-1,1,-4,-15,3,1,1
COc1ccc(CN(C)C(C)C(=O)Nc2ccc(S(=O)(=O)N3CCCCC3)cc2)cc1F (centres undefined),0.7,2,-2,0,-7,-5,0,-1,4
Cc1ccsc1C(=O)C1CCCN(Cc2cc(F)ccc2-n2cccn2)C1 (centres undefined),1.8,1,-1,-9,-9,-17,9,-6,2
O=C(/C=C/Nc1ccc(Oc2ccccc2Cl)cc1)c1ccco1,1.0,21,-8,-3,-3,-16,10,2,3
O=C(NCCc1cnc[nH]1)c1cccs1,-0.1,-14,12,-16,-5,-4,-14,-3,0
Cc1cc2cc3c(=O)[nH]c(=O)cc-3n(CC(O)C(O)C(O)CO)c2cc1C (centres undefined),3.3,20,0,0,9,-2,5,-9,0

# A second format for part of the listing above:
# The line under a structure holds: CHO-K1 Ca ag, CHO-K1 Ca PAM, CHRM5 PAM, CHRM5 agonist, M4 PAM, CHO-K1 Ca antag, CHRM5 antagonist, M4 antag, M4 ag
> CO/N=C/c1ccc(Oc2ccc(C)cc2)nc1
    -0.3, -7, 3, -2, 7, -5, -13, -2, 0
> CC(=O)NC(CCS(C)(=O)=O)C(=O)Nc1ccccc1 (centres undefined)
    0.0, -4, -3, 2, -7, 7, -2, -4, 0
> COc1ccccc1-n1c(N)c(C(N)=O)sc1=S
    0.0, 5, 9, 0, 16, -5, -7, 2, 2
> CC(=O)N1CCN(c2ccccc2NC(=O)c2cc(Br)ccc2Cl)CC1
    0.9, 17, -1, 3, -2, -4, 2, -16, 5
> Cc1c(NC(=O)c2cnn3c2NC(c2ccco2)CC3C(F)(F)F)c(=O)n(-c2ccccc2)n1C (centres undefined)
    0.2, 8, 7, -1, 16, -3, 6, 1, 0
> CC(=O)OC1C(N2CCCCC2)c2c(ccc(/C=C/C(=O)N3CCCCC3)c2O)OC1(C)C (centres undefined)
    1.2, 23, 2, -2, 0, -16, 4, -2, 0
> Cc1ccc(S(=O)(=O)NCc2ccccc2)cc1C(=O)NCC(=O)Nc1c(C)cccc1C
    4.7, 17, -4, 0, -3, -11, 7, 4, 4
> Cc1c(C)c2ccc(OC(C)C(=O)N3C[C@H]4C[C@@H](C3)c3cccc(=O)n3C4)c(C)c2oc1=O (some centres undefined)
    0.3, 16, 0, 1, -5, 4, 5, 4, 1
> COc1ccc(C)c2sc(=NC(=O)c3cccc(N4C(=O)CCC4=O)c3)n(C)c12
    1.0, 14, 9, 5, 8, 2, -10, -10, 4
> O=C(CSc1nc2ccccc2o1)Nc1ccc(N2CCOCC2)cc1
    10, 4, -18, 7, -14, 1, 5, 5, 9
> CC(=O)Oc1ccc2c(=O)c(-c3ccccc3)c(C)oc2c1
    0.2, 5, -2, 5, -7, 5, 2, 2, 0
> Cc1nn(-c2ccccc2)nc1CNC(=O)C1CC1
    2.8, 18, -1, 1, -4, -15, 3, 1, 1
> COc1ccc(CN(C)C(C)C(=O)Nc2ccc(S(=O)(=O)N3CCCCC3)cc2)cc1F (centres undefined)
    0.7, 2, -2, 0, -7, -5, 0, -1, 4
> Cc1ccsc1C(=O)C1CCCN(Cc2cc(F)ccc2-n2cccn2)C1 (centres undefined)
    1.8, 1, -1, -9, -9, -17, 9, -6, 2

# Screening results (PubChem BioAssay)
